# Screening data from PubChem BioAssay.
# MCF10A rereplic – induces DNA re-replication in MCF 10a normal breast cells; Potency, µM (doses to about 46.1 µM), for the others: at the top dose activity, positive = re-replication, most hits filed as activators; hit rate 2.9% among 350,000; MCF 10A DNA re-replication, Hoechst nuclear intensity, 48 h; AID 624296; further: % of control where 0% means no effect; nearly all actives have a fitted effect of over 50% in size
# Nrf2 ARE act – activators of Nrf2 (ARE) signaling; AREc32 ARE-luciferase reporter (MCF7-derived line), luminescence, 24 h; Potency, µM (series often up to 46.1 µM), inactives show at the top dose activation, usual class: activators; hit rate 0.31% among 410,000; further: % of control where 0% means no effect; nearly all actives have a fitted effect of over 65% in size
#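 ARE activation measured as luciferase luminescence (Steady-Glo, 30 min RT) in AREc32_Fluc cells after 24 hr compound exposure at 37 deg C, 5% CO2; cells seeded overnight at 1000/well in OPTI-MEM, 5% FBS.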
# S2 tox – reduces viability in counter-screen for ATXN expression inhibitors; S2 cells (HEK-293 line with an ATXN2-luciferase reporter) viability, CellTiter-Fluor protease fluorescence, 24 h; Potency, µM (titrated, usually from 56.7 µM), hits mostly cytotoxic; hit rate 0.49% among 400,000; AID 651635; further: nearly all actives have a fitted effect of over 40% in size
# A549 viability – kills or reduces viability of A549 cells in Nrf2 counter-screen | A549 ARE-Fluc cells, CellTiter-Fluor viability, 18-24 h | Potency, µM (titrated, usually from 46 µM), inactives show top-dose activity change, negative = cytotoxicity, actives largely listed as inhibitors | hit rate 0.16% among 390,000; further: on the % scale 0 is the no-effect control and ±100 the full control effect
#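 Cytotoxicity counterscreen: CellTiter-Fluor fluorescence was measured in A549 ARE_Fluc cells after 18-24 h of compound exposure in a concentration series. The subsequent BugLite luminescent read reports ARE-luciferase activity.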
# EPAC2 antag – antagonists of human EPAC2; Potency, µM (titrated, usually from 114 µM), inactives show at the top dose activity, negative = inhibition, usual class: inhibitors; AID 720708; hit rate 0.18% among 360,000; EPAC2 GEF exchange of Rap1B-BODIPY-GDP, fluorescence; Q8WZA2; further: on the % scale 0 is the no-effect control and ±100 the full control effect; nearly all actives have a fitted effect of over 45% in size; many of its hits are not listed in these tables
# Target sequence (Q8WZA2 whole entry, looked up): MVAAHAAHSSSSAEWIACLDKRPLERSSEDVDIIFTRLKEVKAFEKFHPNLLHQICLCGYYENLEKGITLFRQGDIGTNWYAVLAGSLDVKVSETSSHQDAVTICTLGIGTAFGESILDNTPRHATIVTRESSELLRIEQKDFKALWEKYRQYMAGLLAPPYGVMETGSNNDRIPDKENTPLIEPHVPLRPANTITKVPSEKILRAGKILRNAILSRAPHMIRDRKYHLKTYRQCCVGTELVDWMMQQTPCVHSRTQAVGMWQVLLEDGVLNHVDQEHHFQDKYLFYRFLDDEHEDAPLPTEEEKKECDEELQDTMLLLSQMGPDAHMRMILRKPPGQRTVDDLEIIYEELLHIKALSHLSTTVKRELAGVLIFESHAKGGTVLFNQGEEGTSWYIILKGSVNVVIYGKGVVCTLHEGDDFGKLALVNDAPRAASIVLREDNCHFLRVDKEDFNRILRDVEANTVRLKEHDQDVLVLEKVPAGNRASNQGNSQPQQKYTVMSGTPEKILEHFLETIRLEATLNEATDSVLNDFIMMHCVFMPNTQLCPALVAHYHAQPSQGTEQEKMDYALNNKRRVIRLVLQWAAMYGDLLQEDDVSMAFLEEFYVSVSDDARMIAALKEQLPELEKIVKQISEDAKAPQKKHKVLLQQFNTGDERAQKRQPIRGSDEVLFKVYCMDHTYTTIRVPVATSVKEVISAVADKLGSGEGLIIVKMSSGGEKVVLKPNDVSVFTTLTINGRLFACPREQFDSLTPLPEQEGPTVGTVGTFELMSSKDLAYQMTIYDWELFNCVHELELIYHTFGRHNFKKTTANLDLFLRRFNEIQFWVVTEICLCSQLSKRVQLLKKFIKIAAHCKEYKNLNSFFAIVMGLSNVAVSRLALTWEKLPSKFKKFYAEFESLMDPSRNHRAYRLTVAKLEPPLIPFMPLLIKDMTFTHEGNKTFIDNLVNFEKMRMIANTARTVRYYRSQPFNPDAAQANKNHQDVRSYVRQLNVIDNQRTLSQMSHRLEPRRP
# Nrf2 block – Nrf2 pathway inhibition | A549 ARE-Fluc reporter, luciferase luminescence, 18-24 h | Potency, µM (titrated, usually from 46 µM), inactives show at the top dose activity change, negative = inhibition, most hits filed as inhibitors | hit rate 2.1% among 360,000; further: on the % scale 0 is the no-effect control and ±100 the full control effect; nearly all actives have a fitted effect of over 60% in size
#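 In this cell-based qHTS, ARE-driven firefly luciferase in A549 cells reports Nrf2 activity; the luminescent signal after BugLite lysis is the measured value, with a prior CellTiter-Fluor read for cell health.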
# TGFb SMAD3 inh – inhibitors of TGF-b signaling | HepG2 CAGA-GFP TGF-b/SMAD3 reporter, GFP fluorescence, 18 h; TGF-beta stimulated, 500 pg/mL final | Potency, µM (top dose mostly 46.1 µM), without a hit: top-dose activity, negative = inhibition, usual class: inhibitors | hit rate 1.2% among 410,000 | AID 588855; further: on the % scale 0 is the no-effect control and ±100 the full control effect; nearly all actives have a fitted effect of over 65% in size
#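 GFP signal (ex488/em500-530) from TGF-beta-stimulated HEPG2 CAGA-GFP cells, 500 pg/mL final, 18 h at 37 degrees C in DMEM plus 1% FBS, normalized to unstimulated and DMSO-stimulated controls.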
# HepG2 tox – counter-screen for TGF-b inhibitors: cytotoxicity in HepG2 cells | HepG2 CAGA-GFP viability, ATP luminescence, 18 h | Potency, µM (top dose mostly 46.1 µM), without a hit: at the top dose activity change, negative = cytotoxicity, hits mostly cytotoxic | hit rate 0.76% among 410,000 | AID 588856; further: some results filed as inactive show a strong effect at the top dose
#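 CellTiter-Glo luminescence gave cytotoxicity after 18 hours at 37 degrees C. The cells were HepG2 CAGA-GFP in 1% FBS DMEM, stimulated with 500 pg/mL TGF-beta after compound addition. %Activity was normalised to no-cell wells (complete cell-killing) and DMSO (no toxicity), and curves were fitted and classified.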
# ATXN2 expr inh – ATXN2 expression inhibition; HEK-293 ATXN2-luciferase reporter, luminescence, 24 h; Potency, µM (highest dose often 57 µM), inactives show top-dose activity change, negative = inhibition, actives largely listed as inhibitors; hit rate 0.72% among 360,000; AID 1745845; further: on the % scale 0 is the no-effect control and ±100 the full control effect; nearly all actives have a fitted effect of over 55% in size
#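 ATXN2-luciferase reporter cells (luciferase flanked by upstream and downstream ATXN2 gene portions) were treated 24 h at 37 °C with compounds at up to 57 uM. SteadyGlo luminescence gave expression; GF-AFC fluorescence gave viability.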
# * = called active by the depositor; i = inactive; ? = inconclusive; nt = no result given; [ ] = remark or other dose. The call rests on the fitted dose curve; in most records, active means well fitted curve in the direction sought with a large enough effect; inconclusive means small, poorly fitted or top-dose-only effect, or another doubt; inactive means no such curve, though single readings can be large; an effect the other way counts as inactive or inconclusive. Potency means the concentration at half of the fitted maximal effect. Only part of the results is shown; the hit share may differ from the screen's.
no.	Structure	Nrf2 ARE act	TGFb SMAD3 inh	Nrf2 block	MCF10A rereplic	HepG2 tox	A549 viability	S2 tox	ATXN2 expr inh	EPAC2 antag
1	Cc1cccc(NC(=O)c2ncn3c2C(=O)N[C@@H](C)C3)c1	-0.1%	0%	nt	nt	-17%	nt	i	3%	-4%
2	Cc1ccc(C)c(Cn2c(CCCNC(=O)C3CCCCC3)nc3ccccc32)c1	0.7%	-5%	?	nt	-9%	-23%	nt	nt	nt
3	COc1ccc(NC(C)=O)cc1NC(=O)c1cccc(C(F)(F)F)c1	?	?	5%	-6%	-18%	-2%	i	-20%	-2%
4	COc1ccc(CNC(=O)COCc2cc(-c3cccs3)on2)cc1OC	0.5%	?	?	nt	-20%	1%	nt	nt	nt
5	O=C(c1cncc(Br)c1)N1CCN(S(=O)(=O)c2ccc(Cl)cc2)CC1	-0.4%	4%	-16%	13%	2%	-3%	i	12%	-1%
6	COc1ccc(C(=O)Nc2ncc(C)s2)cc1S(=O)(=O)N1CCCC1	0.3%	-1%	-20%	2%	-2%	1%	i	?	-8%
7	O=C(NC(=S)Nc1ccc(CN2CCOCC2)cc1)c1ccc2c(c1)OCCO2	5.3%	?	?	?	-4%	?	i	-9%	-5%
8	CN(CC(=O)N1CCCC1)S(=O)(=O)c1cccc(Cl)c1	-0.2%	-1%	7%	3%	-23%	-3%	i	1%	0%
9	O=C(NCC1CCCO1)C1CCCN(S(=O)(=O)c2ccc(Cl)cc2)C1 (configuration not stated)	-0.6%	-5%	-8%	0%	-6%	-5%	i	-17%	1%
10	COCCNC(=O)C(c1ccc(C)o1)N(Cc1ccc(OC)cc1)C(=O)Cn1nnc2ccccc21 (configuration not stated)	-0.1%	-25%	5%	-5%	7%	-2%	i	2%	11%
11	COc1ccc2nc(SCc3nc(N)nc(Nc4ccccc4)n3)[nH]c2c1	2.3%	-4%	-15%	?	-16%	3%	i	5%	6%
12	CS(=O)(=O)N1CCN(c2ccccc2NC(=O)c2ccc(-c3ccc(Br)cc3)o2)CC1	-0.2%	-4%	4%	-3%	-7%	-1%	i	-5%	1%
13	O=C(COC(=O)c1ccc[nH]c1=O)c1ccc(Cl)s1	-0.1%	-3%	21%	-2%	0%	5%	i	-10%	-6%
14	Cn1c(-c2cccc(F)c2)nc2c1c(=O)[nH]c(=O)n2Cc1ccccc1	-0.6%	-27%	?	2%	-14%	-8%	i	-12%	-25%
15	COC(=O)c1ccccc1NC(=S)NC(=O)c1cccc2ccccc12	7.6%	?	-2%	?	-10%	2%	i	28%	6%
16	COCCN1C(=O)COc2ccccc2C1C(=O)Nc1c(C)cccc1C (configuration not stated)	-0.7%	nt	nt	nt	nt	nt	i	1%	10%
17	CCOC(=O)N1CCN(C(=O)Cc2ccc(-n3c(=O)[nH]c4ccccc4c3=O)cc2)CC1	-0.3%	1%	-3%	5%	7%	-3%	i	-15%	3%
18	c1coc(-c2nn3c(Cn4nnc5ccccc54)nnc3s2)c1	14%	-24%	18%	?	-10%	4%	i	-5%	-3%
19	COc1cc(OC)c(NS(=O)(=O)c2cc(Br)cnc2N)cc1Cl	-0.2%	-28%	6%	-2%	-13%	-1%	i	2%	-1%
20	COc1ccc(CC(=O)Nc2ccc(-c3noc(-c4cccc(OC)c4)n3)cc2)cc1	2.0%	-24%	4%	-7%	-12%	-3%	i	2%	-9%

# An excerpt from above in order of their number in Nrf2 block, smallest number first:
no.	SMILES	Nrf2 block
6	COc1ccc(C(=O)Nc2ncc(C)s2)cc1S(=O)(=O)N1CCCC1	-20%
11	COc1ccc2nc(SCc3nc(N)nc(Nc4ccccc4)n3)[nH]c2c1	-15%
10	COCCNC(=O)C(c1ccc(C)o1)N(Cc1ccc(OC)cc1)C(=O)Cn1nnc2ccccc21 (configuration not stated)	5%
19	COc1cc(OC)c(NS(=O)(=O)c2cc(Br)cnc2N)cc1Cl	6%
8	CN(CC(=O)N1CCCC1)S(=O)(=O)c1cccc(Cl)c1	7%

# Quoted at random: 2 compounds from above.
no.	Structure	Nrf2 ARE act	TGFb SMAD3 inh	Nrf2 block	MCF10A rereplic	HepG2 tox	A549 viability	S2 tox	ATXN2 expr inh	EPAC2 antag
2	Cc1ccc(C)c(Cn2c(CCCNC(=O)C3CCCCC3)nc3ccccc32)c1	0.7%	-5%	?	nt	-9%	-23%	nt	nt	nt
3	COc1ccc(NC(C)=O)cc1NC(=O)c1cccc(C(F)(F)F)c1	?	?	5%	-6%	-18%	-2%	i	-20%	-2%

# (list continues)
no.	Structure	Nrf2 ARE act	TGFb SMAD3 inh	Nrf2 block	MCF10A rereplic	HepG2 tox	A549 viability	S2 tox	ATXN2 expr inh	EPAC2 antag
21	CC(C)C(=O)Nc1cc(S(=O)(=O)Nc2cccc(Cl)c2)ccc1Cl	-0.6%	?	-1%	3%	-23%	-5%	i	nt	-27%
22	CN(C)S(=O)(=O)c1cccc(NC(=S)NC(=O)C2CCCCC2)c1	3.9%	?	-3%	?	1%	6%	i	28%	3%
23	Cc1ccc(C2N(C)c3ccccc3-c3nc4ccccc4n32)o1 (configuration not stated)	1.7%	-8%	?	?	-3%	-10%	i	3%	-6%
24	CCC(C)C(=O)Nc1c2c(nc3c1CCC3)CCCC2 (configuration not stated)	-0.3%	-20%	?	3%	9%	17%	i	-7%	-3%
25	CCOc1ccc(NC(=O)CN(C)C(=O)C2CC2C)cc1OCC (configuration not stated)	0.2%	-7%	-4%	0%	-2%	-4%	i	-17%	6%
26	CCn1nc(C)c(NC(=O)c2cc(Br)ccc2Cl)c1C	0.1%	-14%	-10%	25%	-7%	11%	i	7%	5%
27	Cc1ccc(C2CC2c2n[nH]c(=S)n2-c2cccc(Cl)c2)cc1 (configuration not stated)	-0.2%	?	6%	23µM*	1%	2%	i	-6%	-9%
28	c1ccc2c(c1)ncn2CCC1CCCCC1	0.3%	-8%	?	15%	-49%	-6%	i	-7%	5%
29	COc1ccc(CCN(C)C(=O)CN2C(=O)c3ccccc3S2(=O)=O)cc1OC	-1.0%	4%	-10%	-2%	-14%	3%	?	-3%	6%
30	CCOC(=O)N1CCC(NC(=O)CS(=O)(=O)Cc2nc(-c3cccc(OC)c3)oc2C)CC1	0.1%	-17%	3%	-6%	-15%	-1%	i	-3%	-1%
31	COc1c(NC(C)=O)c2c(c([N+](=O)[O-])c1OC)C(=O)OC2	-0.4%	-5%	2%	0%	-6%	4%	i	-3%	-3%
32	O=[N+]([O-])c1ccc(COc2cccc(CNc3ccc(Br)cc3)c2)cc1	2.8%	-11%	?	17%	5%	1%	i	-15%	9%
33	COC(=O)C1(C)NCCc2c1[nH]c1ccccc21 (configuration not stated)	0.4%	-6%	-10%	0%	-19%	8%	i	3%	0%
34	COC(=O)C1=C(C)N(Cc2ccccc2)C(=NCCc2cccnc2)N[C@H]1c1ccccc1	-0.3%	-2%	10%	-33%[inhibitor]	-20%	-17%	?	?	9%
35	CCN(CC)c1c2c(c(C#N)c3nc4ccccc4n13)CCC2	-0.7%	10%	-9%	12%	-32%	2%	i	-8%	2%
36	CC[C@@]12C(=O)N(c3ccc(C)cc3)C(=O)N1[C@H](c1cccc(C)c1)[C@@H]1C(=O)N(Cc3ccccc3)C(=O)[C@@H]12	0.7%	-6%	23%	-12%	-23%	-4%	i	0%	13%
37	CCCCSc1nnc2c(n1)OC(c1ccc(Br)s1)Nc1ccccc1-2 (configuration not stated)	5.6%	17%	15%	nt	3%	-1%	i	51%[activator]	nt
38	Cc1cc(C)cc(NC(=O)c2ccc3c(c2)CCN3S(C)(=O)=O)c1	0.4%	-2%	-20%	-9%	-18%	-8%	i	2%	-10%
39	COc1cc(NC(=S)Nc2ccccn2)c(OC)cc1Cl	4µM*	?	-13%	0%	-19%	1%	i	nt	-11%
40	COc1cc(/C=N/NC(=O)c2cccnc2)cc(Br)c1O	-0.3%	-11%	-1%	?	-6%	1%	i	nt	1%
41	COc1ccc2nc(C)cc(Nc3ccccc3OC)c2c1	-0.3%	-6%	nt	nt	-46%	nt	i	nt	-2%
42	O=C(CCc1ccccc1)NNC(=O)Nc1ccc(Cl)cc1	-0.4%	4%	-7%	-7%	-5%	-1%	i	-28%	3%
43	Cn1c(CNC(=O)CNC(=O)Cc2ccc(F)cc2)cc(=O)n(C)c1=O	0.1%	3%	16%	-6%	7%	-13%	i	5%	4%
44	CCOC(=O)Cc1csc(NC(=O)c2ccc(C)cc2)n1	4.0%	-15%	5%	7%	-33%	1%	i	5%	19%
45	COc1ccc(C(=O)NC(C(=O)NCc2ccccc2OC)C(C)C)cc1 (configuration not stated)	0.1%	9%	-15%	0.92µM*	6%	0%	?	-7%	3%
46	CCC(=O)NC(=S)Nc1ccc(NC(=O)c2ccco2)cc1	3.6%	-14%	15%	6%	-16%	2%	i	9%	-3%
47	CC(C)(C)OC(=O)N1CCC(c2c(C(=O)N3CCOCC3)cnn2-c2cccc(F)c2)CC1	0.5%	-5%	?	nt	-2%	-7%	i	10%	nt
48	CC(OC(=O)C1CC2CCCC(C1)C2=O)C(=O)Nc1cccc([N+](=O)[O-])c1 (configuration not stated)	-0.1%	-1%	?	1%	-4%	-2%	i	nt	-8%
49	COc1cccc(CN2CC(C(=O)N3CCCO3)CCC2=O)c1 (configuration not stated)	-0.3%	12%	3%	4%	1%	0%	i	3%	11%
50	CCOC(=O)CC(=O)Nc1ccc(C(=O)OCC)cc1	0.2%	5%	27%	15%	-3%	-5%	i	8%	11%
